Assay outcomes: PubChem, several laboratories
AID2073: inhibitors of Mint1-CaV2.2 protein interaction, biochemical, HTRF (AID 2073); inhibition, % at 20 µM; hits with a dose series show IC50 in µM; 0.19% of 290,000 active; Voltage-dependent N-type calcium channel subunit alpha-1B (Homo sapiens); HTRF protein-protein interaction, Mint1-CaV2.2; higher % means a stronger effect; in the data active = inhibition mostly above about 51%, no sharp cut-off; inconclusive = no clear call, values can overlap the other calls; inactive = mostly below about 53%; note: some results filed as inactive read as strong as hits
NTR1 ag: agonists of NTR1, primary screen, imaging, U2OS cells, beta-arrestin-GFP, high content (AID 493036); NTR1-U2OS beta-arrestin-GFP spot imaging, agonist mode; activation, % at 20 µM; 0.17% of 330,000 active;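 active = activation at or above 40% of the spot to cytoplasm intensity ratio, with at least 20 cells analyzed; inconclusive = wells under 20 cells, flagged as cytotoxic or low count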;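 note: 0% = DMSO without peptide and 100% = 100 nM NTR1 peptide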
Target sequence (P30989 whole entry, looked up): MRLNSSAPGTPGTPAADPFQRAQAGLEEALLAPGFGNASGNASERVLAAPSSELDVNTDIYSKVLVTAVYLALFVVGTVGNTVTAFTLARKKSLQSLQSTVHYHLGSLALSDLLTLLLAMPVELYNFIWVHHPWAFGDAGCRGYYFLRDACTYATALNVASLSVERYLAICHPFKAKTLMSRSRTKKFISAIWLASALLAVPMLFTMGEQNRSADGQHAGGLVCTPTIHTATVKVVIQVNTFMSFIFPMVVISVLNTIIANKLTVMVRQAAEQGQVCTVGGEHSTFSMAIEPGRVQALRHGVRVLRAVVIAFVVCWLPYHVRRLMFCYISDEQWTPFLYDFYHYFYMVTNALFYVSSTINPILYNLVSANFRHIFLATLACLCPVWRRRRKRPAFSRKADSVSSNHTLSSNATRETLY
SV40 large T antigen: SV40 large T antigen inhibitors, biochemical (AID 1903). 0.39% of 310,000 active. SV40 large T antigen ATPase/helicase inhibition assay; higher % means a stronger effect. inhibition, % at 20 µM; hits with a dose series show IC50 in µM; in the data active = a potency from the dose series; inconclusive = inhibition mostly from about 32% at the one dose, without a potency; inactive = the rest, 99 in 100 with inhibition below about 32%; note: strong numbers were not always called active
West Nile antiviral: West Nile virus antiviral activity, cell-based, CPE readout (AID 1621) | 0.02% of 290,000 active | West Nile virus-infected cells, CPE inhibition; higher % means a stronger effect | CPE inhibition, % at 10 µM, or IC50 in µM where a hit was titrated; in the data active = a potency from the dose series; inconclusive = CPE inhibition mostly from about 3.7% at the one dose, without a potency; inactive = the rest, 99 in 100 with CPE inhibition below about 2.2%; note: strong numbers were not always called active
UTI89 phage lysis: inhibition of K1F phage lysis, E. coli UTI89, bacterial capsule biogenesis inhibitors, alamar blue (AID 488966) | E. coli UTI89 K1F phage lysis, alamar blue, 2 h; higher % means a stronger effect | one-dose inhibition, % at 100 µM; IC50 in µM for titrated hits | 0.02% of 340,000 active;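 active = phage lysis inhibition, versus mean bacterial control, above a set limit; inconclusive = no clear call, values can overlap the other calls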;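 note: capsule biogenesis inhibitors block K1F phage lysis so surviving cells raise fluorescence; higher fluorescence means more inhibition of phage lysis; actives were called in the ten point dose series up to 300 µM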
SIAH1 antagonists: Siah-1 peptide-binding antagonists, primary screen, biochemical, fluorescence polarization, rhodamine-plectin, uHTS (AID 1817). E3 ubiquitin-protein ligase SIAH1 (Homo sapiens). Siah-1 / rhodamine-plectin peptide fluorescence polarization; higher % means a stronger effect. displacement, % at 20 µM, or IC50 in µM where a hit was titrated. 0.02% of 290,000 active;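 active = displacement of at least 50% at 20 µM, with a fluorescence ratio check between 0.3 and a set limit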;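 note: plate controls were Siah plus tracer with DMSO for no effect and tracer alone without Siah for full effect; strong numbers were not always called active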
NS5 inhibitors: Dengue-2 NS5 methyltransferase inhibitors, primary screen, biochemical, confirmation dose response (AID 588689); Dengue-2 NS5 methyltransferase capping enzyme assay, biochemical; higher % means a stronger effect; one-dose inhibition, % at 25 µM; IC50 in µM for titrated hits; 0.3% of 340,000 active; in the data active = a potency from the dose series; inconclusive = inhibition above about 29% without an active follow-up result
RSV CPE inhibition: RSV antiviral activity via CPE protection, HEp-2 cells, primary 10 µM value included (AID 2391). HEp-2 cells, RSV-induced CPE inhibition; higher % means a stronger effect. CPE inhibition, % at 10 µM, or IC50 in µM where a hit was titrated. 0.13% of 310,000 active; in the data active = a potency from the dose series; inconclusive = CPE inhibition mostly from about 23% at the one dose, without a potency; inactive = the rest, 99 in 100 with CPE inhibition below about 21%; note: strong numbers were not always called active
Rac1 GTP hydrolysis: MgcRacGAP GTPase-activating activity inhibitors, confirmation, biochemical, ADP Hunter fluorescence; Rac GTPase-activating protein 1 (Homo sapiens); MgcRacGAP-stimulated Rac1 GTP hydrolysis, ADP Hunter fluorescence; higher % means a stronger effect; GST-tagged Rac1 F28L mutant substrate; one-dose inhibition, % at 30 µM; IC50 in µM for titrated hits; 0.6% of 340,000 active; AID 624330, 2012;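 active = first-screen hits whose inhibition reached a set limit at any dose in the follow-up dose series; inconclusive = inhibition above the set first-screen limit but never retested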;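 note: fluorescence reports GDP produced by GAP-driven GTP hydrolysis; strong numbers were not always called active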
NTR1 ag cell count 20 µM: second read-out of NTR1 ag, no call of its own (marks repeat the call); cell count; measured here: cell count, cytotoxicity flag
NS5 inhibitors pilot replicate: further read-out of NS5 inhibitors, marked with its call; inhibition, %; measured here: pilot screen replicate inhibition
Active calls of the source: *; [ ] = remark or other dose.

`NCC(O)COc1ccc2c(c1)OCO2` (stereo not drawn) gave AID2073 -1%, NTR1 ag -1.4, SV40 large T antigen 6%, West Nile antiviral 0.0%, UTI89 phage lysis 0.0%, SIAH1 antagonists -5%, NS5 inhibitors 14%, RSV CPE inhibition 1.4%, Rac1 GTP hydrolysis -3% and NTR1 ag cell count 20 µM 59.
For O=C(NCCc1c[nH]c2ccccc12)/C(=C\c1cccnc1)NC(=O)c1cccs1 the results were AID2073 3%, NTR1 ag -0.8, SV40 large T antigen -17%, West Nile antiviral -0.2%, UTI89 phage lysis 4.7%, SIAH1 antagonists -5%, NS5 inhibitors -7%, RSV CPE inhibition 6.3%, Rac1 GTP hydrolysis 8% and NTR1 ag cell count 20 µM 51.
For O=C(NC(=S)Nc1nc(-c2cccc3ccccc23)cs1)c1cc2ccccc2o1 the results were AID2073 0%, NTR1 ag -2.6, SV40 large T antigen 24%, West Nile antiviral -0.2%, UTI89 phage lysis 4.2%[50 µM], SIAH1 antagonists -1%, NS5 inhibitors -1%, RSV CPE inhibition 0.4%, Rac1 GTP hydrolysis 7% and NTR1 ag cell count 20 µM 67.
`O=C(COc1ccc(Cl)cc1)Nc1cccc(S(=O)(=O)NC2=NCCCCC2)c1` gave NTR1 ag -0.7, SV40 large T antigen 14%, UTI89 phage lysis 1.2%[50 µM], NS5 inhibitors -5%, RSV CPE inhibition 17%, Rac1 GTP hydrolysis 9% and NTR1 ag cell count 20 µM 56.
`CSCc1c(C(=O)NC2CCCc3ccccc32)oc2ccccc12` (stereo not drawn) gave AID2073 2%, NTR1 ag 2.2, SV40 large T antigen -1%, West Nile antiviral -0.4%, UTI89 phage lysis -0.4%, SIAH1 antagonists 4%, NS5 inhibitors 6%, RSV CPE inhibition 1.0%, Rac1 GTP hydrolysis 7% and NTR1 ag cell count 20 µM 62.
C=CC[C@@H]1C=C[C@H](O/N=C/c2ccc(C(=O)N3[C@H](c4ccc(C)cc4)[C@@H](C)CC[C@H]3C(=O)OC)cc2)[C@@H](CO)O1 was read as AID2073 1%, NTR1 ag 14, SV40 large T antigen 9%, SIAH1 antagonists 0%, RSV CPE inhibition -2.2% and NTR1 ag cell count 20 µM 87.
`Cc1nc2sccn2c(=O)c1S(=O)(=O)NCCc1ccc(Cl)cc1` gave AID2073 -3%, NTR1 ag 1.1, SV40 large T antigen 10%, West Nile antiviral -0.6%, UTI89 phage lysis -0.4%, SIAH1 antagonists 4%, NS5 inhibitors -14%, RSV CPE inhibition 3.4%, Rac1 GTP hydrolysis -33% and NTR1 ag cell count 20 µM 53.
For COc1ccc(C2CC3(O)NC(=O)C(C#N)(C3C)C2(C#N)C#N)cc1 (stereo not drawn) the results were AID2073 34%, NTR1 ag -0.8, SV40 large T antigen 19%, West Nile antiviral 0.3%, SIAH1 antagonists 3% and NTR1 ag cell count 20 µM 41.
Screening COc1cccc(F)c1C(C[N+](=O)[O-])c1c(N)n(C)c(=O)n(C)c1=O (stereo not drawn) returned AID2073 2%, NTR1 ag 14, SV40 large T antigen 14%, West Nile antiviral inconclusive, UTI89 phage lysis 3.9%, SIAH1 antagonists 4%, NS5 inhibitors -11%, RSV CPE inhibition -1.8%, Rac1 GTP hydrolysis 6% and NTR1 ag cell count 20 µM 41.
CC(=O)c1sc(NC(=O)c2ccccc2F)nc1C was read as AID2073 12%, NTR1 ag -2.5, SV40 large T antigen 2%, West Nile antiviral 0.1%, UTI89 phage lysis -1.0%, SIAH1 antagonists 14%, NS5 inhibitors -7%, RSV CPE inhibition 2.7%, Rac1 GTP hydrolysis 5% and NTR1 ag cell count 20 µM 52.

Two successive records from above, quoted:
`NCC(O)COc1ccc2c(c1)OCO2` (stereo not drawn) gave AID2073 -1%, NTR1 ag -1.4, SV40 large T antigen 6%, West Nile antiviral 0.0%, UTI89 phage lysis 0.0%, SIAH1 antagonists -5%, NS5 inhibitors 14%, RSV CPE inhibition 1.4%, Rac1 GTP hydrolysis -3% and NTR1 ag cell count 20 µM 59.
For O=C(NCCc1c[nH]c2ccccc12)/C(=C\c1cccnc1)NC(=O)c1cccs1 the results were AID2073 3%, NTR1 ag -0.8, SV40 large T antigen -17%, West Nile antiviral -0.2%, UTI89 phage lysis 4.7%, SIAH1 antagonists -5%, NS5 inhibitors -7%, RSV CPE inhibition 6.3%, Rac1 GTP hydrolysis 8% and NTR1 ag cell count 20 µM 51.

(further entries)
For O=C(NCc1ccc2c(c1)OCO2)c1cc([N+](=O)[O-])ccc1N1CCOCC1 the results were NTR1 ag -1.1, UTI89 phage lysis 1.0%[50 µM], NS5 inhibitors 7%, Rac1 GTP hydrolysis 5% and NTR1 ag cell count 20 µM 59.
Screening CNC(=S)N/N=C(\C)c1ccc2c(c1)OCCO2 returned AID2073 -28%, NTR1 ag -0.3, SV40 large T antigen -12%, West Nile antiviral 0.0%, UTI89 phage lysis 4.1%, SIAH1 antagonists 1%, NS5 inhibitors -5%, RSV CPE inhibition inconclusive, Rac1 GTP hydrolysis 10% and NTR1 ag cell count 20 µM 38.
For COc1cccc(/C=C/C(=O)OCC(=O)NC2CC2)c1OC the results were NTR1 ag 4.2, UTI89 phage lysis 2.1%, NS5 inhibitors 4%, Rac1 GTP hydrolysis 0% and NTR1 ag cell count 20 µM 47.
`CCCc1cnc(N2CCN(S(C)(=O)=O)CC2)nc1` gave AID2073 12%, NTR1 ag 1.9, SV40 large T antigen 3%, West Nile antiviral 0.0%, UTI89 phage lysis inactive, SIAH1 antagonists -1%, NS5 inhibitors 2%, RSV CPE inhibition 0.5%, Rac1 GTP hydrolysis 3% and NTR1 ag cell count 20 µM 67.
`O=C1Nc2ccc(S(=O)(=O)NCCCO)c3cccc1c23` gave AID2073 inconclusive, NTR1 ag 0.3, SV40 large T antigen 11%, West Nile antiviral -0.6%, UTI89 phage lysis -1.0%, SIAH1 antagonists -2%, NS5 inhibitors -3%, RSV CPE inhibition 0.1%, Rac1 GTP hydrolysis -4% and NTR1 ag cell count 20 µM 53.
Screening CCOC(=O)C1(C)/C(=N/Nc2ccccc2OC)C(=O)C(=O)N1c1ccccc1 (stereo not drawn) returned AID2073 -13%, NTR1 ag 1.8, SV40 large T antigen 6%, West Nile antiviral -0.5%, UTI89 phage lysis -1.1%, SIAH1 antagonists 5%, NS5 inhibitors -1%, RSV CPE inhibition 1.9%, Rac1 GTP hydrolysis 10% and NTR1 ag cell count 20 µM 46.
Screening CCCc1ccc(Oc2cc(Cl)nc(N)n2)cc1 returned AID2073 17%, NTR1 ag -0.6, SV40 large T antigen 6%, West Nile antiviral -0.3%, UTI89 phage lysis 2.8%, SIAH1 antagonists 7%, NS5 inhibitors -6%, RSV CPE inhibition 0.4%, Rac1 GTP hydrolysis 3% and NTR1 ag cell count 20 µM 55.
Screening Cc1ccc(N2CC(C(=O)Nc3nc4ccc(S(C)(=O)=O)cc4s3)CC2=O)cc1 (stereo not drawn) returned AID2073 28%, NTR1 ag 0.3, SV40 large T antigen 7%, West Nile antiviral -0.1%, UTI89 phage lysis -0.4%, SIAH1 antagonists -5%, NS5 inhibitors 4%, RSV CPE inhibition 2.4%, Rac1 GTP hydrolysis 9% and NTR1 ag cell count 20 µM 63.
`Cc1cc(C)n(CCC(=O)N2CCN(S(=O)(=O)c3ccccc3)CC2)n1` gave AID2073 8%, NTR1 ag -0.4, SV40 large T antigen 6%, West Nile antiviral 0.2%, UTI89 phage lysis 0.2%, SIAH1 antagonists 3%, NS5 inhibitors -4%, RSV CPE inhibition 0.8%, Rac1 GTP hydrolysis 6% and NTR1 ag cell count 20 µM 30.
`CCOC(=O)c1ccc(NC(=S)N2CCN(C)CC2)cc1` gave AID2073 -23%, NTR1 ag -0.3, SV40 large T antigen 5%, West Nile antiviral 0.7%, UTI89 phage lysis 0.2%, SIAH1 antagonists -7%, NS5 inhibitors -1%, RSV CPE inhibition 1.5%, Rac1 GTP hydrolysis 5% and NTR1 ag cell count 20 µM 56.
COc1ccc(-c2ccc(-c3cc(=O)oc4cc(OC)c(OC)c(OC)c34)cc2)cc1F was read as NTR1 ag 3.5, UTI89 phage lysis 0.1%, NS5 inhibitors 0%, Rac1 GTP hydrolysis 7%, NTR1 ag cell count 20 µM 58 and NS5 inhibitors pilot replicate -1.2.
`CCOC(=O)C1(CC2CC2)CCN(Cc2cn[nH]c2-c2cccc(F)c2)CC1` gave AID2073 4%, NTR1 ag -0.8, SV40 large T antigen 6%, West Nile antiviral -1.9%, UTI89 phage lysis 0.1%, SIAH1 antagonists -2%, NS5 inhibitors -8%, RSV CPE inhibition 0.1%, Rac1 GTP hydrolysis 5% and NTR1 ag cell count 20 µM 78.
COc1ccc(S(=O)(=O)Nc2cccc3c2O[C@H](CN(C)S(=O)(=O)c2ccc(OC)cc2)[C@@H](C)CN([C@H](C)CO)C3=O)cc1 was read as NTR1 ag -1.0, UTI89 phage lysis 0.2%, NS5 inhibitors 4%, Rac1 GTP hydrolysis 3%, NTR1 ag cell count 20 µM 47 and NS5 inhibitors pilot replicate 0.0.
`CC(C)CCn1c(CN2CCN(Cc3ccccc3)CC2)nc2c1c(=O)n(C)c(=O)n2C` gave AID2073 -4%, NTR1 ag 1.4, SV40 large T antigen 6%, West Nile antiviral -1.0%, UTI89 phage lysis -0.2%, SIAH1 antagonists 3%, NS5 inhibitors -9%, RSV CPE inhibition -1.4%, Rac1 GTP hydrolysis 5% and NTR1 ag cell count 20 µM 76.
Screening CCOC(=O)c1ccc(N=C2C(=S)N(c3ccc(C(=O)OCC)cc3)C(=N)N2/N=C/c2ccccc2)cc1 returned AID2073 2%, NTR1 ag 1.1, SV40 large T antigen -1%, West Nile antiviral 0.2%, UTI89 phage lysis 0.1%, SIAH1 antagonists 1%, NS5 inhibitors 6%, RSV CPE inhibition 5.0%, Rac1 GTP hydrolysis 7% and NTR1 ag cell count 20 µM 54.
`Cc1cc(C)cc(NC(=O)N2c3ccccc3NC(=O)CC2C)c1` (stereo not drawn) gave AID2073 0%, NTR1 ag 0.0, SV40 large T antigen -1%, West Nile antiviral -0.1%, UTI89 phage lysis -1.5%, SIAH1 antagonists -3%, NS5 inhibitors -3%, Rac1 GTP hydrolysis 0% and NTR1 ag cell count 20 µM 39.

Compounds were not picked by outcome. Share with any hit: about 1.6%.
